Screens from PubChem BioAssay.
RXFP1 ag: qHTS Assay for Agonists of the Relaxin Receptor RXFP1 | Relaxin receptor 1 (Homo sapiens), Q9HBX9 | HEK293T-RXFP1 cAMP TR-FRET, 30 min; response scale: percent of porcine relaxin response, buffer zero | Potency, µM (top dose mostly 57.5 µM), for the others: top-dose activation, hits mostly activators | 370,000 compounds, 0.3% hits; note: potency is the fitted concentration of half-maximal effect; % is set by controls: 0 for no effect and ±100 for the full control effect; nearly all actives have a fitted effect of over 60% in size; many of its hits are not listed in these tables
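HEK293 cells stably expressing RXFP1, treated 30 min at 37C with compounds plus PDE4 inhibitor Ro 20174; cAMP measured by HTRF TR-FRET. Normalized to buffer and 29 nM porcine relaxin; EC50 by Hill fit.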
D2 PAM: HTS Assay for Positive Allosteric Modulators of the Human D2 Dopamine Receptor: Primary Screen for Potentiators. AID 485347, 2010. HEK293 T-REx D2, calcium flux, EC20 dopamine potentiation. 340,000 compounds, 0.34% hits. D(2) dopamine receptor (Homo sapiens), P14416. potentiation, % at 10 µM;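 active = potentiation over 3 SD above the plate norm, cut at about 30% in these data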; note: 0% is about no effect
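Primary screen. Calcium kinetics in induced HEK293 T-REx D2 cells: compound pre-addition 180 s, EC20 dopamine, 180 s more.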
Vif-APOBEC3F blk: qHTS for Inhibitors of Vif-A3F Interactions: qHTS. HeLa A3F-eYFP + Vif (tagged APOBEC3F with the HIV-1 protein that degrades it), YFP fluorescence increase. Potency, µM (titrated, usually from 46.1 µM), for inactives: at the top dose activity, negative = active. 390,000 compounds, 0.2% hits. AID 602313, 2012; note: potency is the fitted concentration of half-maximal effect; % of control where 0% means no effect; nearly all actives have a fitted effect of over 65% in size
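HeLa cells stably expressing A3F-eYFP plus Vif, plated and incubated overnight at 37 deg C, then exposed to compounds overnight at 37 deg C. Blocked degradation read as raised yellow fluorescence (Ex 488/Em 500-530).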
D1 potentiator: Potentiators of Human D1 Dopamine Receptor: qHTS; D(1A) dopamine receptor (Homo sapiens), P21728; HEK293 TREx D1 cells, calcium flux, dopamine EC20 potentiation; potentiation, % at 10 µM; 360,000 compounds, 0.036% hits; AID 504651, 2011; in the data active = potentiation above about 30%; note: 0% is about no effect
Target sequence (P21728 whole entry, looked up): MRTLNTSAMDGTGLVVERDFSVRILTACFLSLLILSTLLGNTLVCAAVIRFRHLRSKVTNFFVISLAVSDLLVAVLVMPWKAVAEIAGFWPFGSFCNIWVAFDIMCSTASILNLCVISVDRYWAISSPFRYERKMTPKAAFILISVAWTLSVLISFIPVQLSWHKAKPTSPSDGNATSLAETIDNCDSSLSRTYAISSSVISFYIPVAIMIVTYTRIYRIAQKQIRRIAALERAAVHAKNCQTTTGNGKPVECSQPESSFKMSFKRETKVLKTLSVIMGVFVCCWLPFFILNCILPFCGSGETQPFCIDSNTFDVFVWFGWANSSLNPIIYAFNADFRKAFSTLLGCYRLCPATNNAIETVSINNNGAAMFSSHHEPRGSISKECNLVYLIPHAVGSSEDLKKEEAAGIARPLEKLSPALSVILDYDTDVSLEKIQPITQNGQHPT
Vif-A3G inh: qHTS for Inhibitors of Vif-A3G Interactions: qHTS. HeLa A3G-eYFP + Vif (tagged APOBEC3G with the HIV-1 protein that degrades it), YFP fluorescence, overnight. Potency, µM (top dose mostly 46.1 µM), inactives show top-dose activity, negative = active, actives largely listed as inhibitors. AID 602310, 2012. 410,000 compounds, 0.076% hits;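 note: potency is the fitted concentration of half-maximal effect; % is set by controls: 0 for no effect and ±100 for the full control effect; nearly all actives have a fitted effect of over 60% in size; hits raise eYFP signal because A3G escapes Vif-driven loss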
Target sequence (Q9HC16 whole entry, looked up): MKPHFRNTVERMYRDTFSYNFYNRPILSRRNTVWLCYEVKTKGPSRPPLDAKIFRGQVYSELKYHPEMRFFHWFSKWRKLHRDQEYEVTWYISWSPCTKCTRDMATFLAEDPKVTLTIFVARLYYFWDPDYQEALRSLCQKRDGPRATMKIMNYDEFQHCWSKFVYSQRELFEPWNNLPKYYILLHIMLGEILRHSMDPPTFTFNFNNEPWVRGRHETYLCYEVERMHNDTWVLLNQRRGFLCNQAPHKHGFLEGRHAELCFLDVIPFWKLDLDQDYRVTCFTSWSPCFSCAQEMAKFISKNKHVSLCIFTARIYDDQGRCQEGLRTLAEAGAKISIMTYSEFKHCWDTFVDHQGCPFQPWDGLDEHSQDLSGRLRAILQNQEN
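Read-out is eYFP fluorescence (Ex 488/Em 500-530) from Vif-expressing HeLa A3G-eYFP cells; more signal means A3G escaped Vif-mediated degradation. Cells plated overnight, compound pinned in, incubated overnight at 37 deg C.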
GRP78 ERSR act: qHTS for Inducers of the Endoplasmic Reticulum Stress Response (ERSR) in Human Glioma: qHTS | U87-MG GRP78 promoter luciferase reporter, 16 h | Potency, µM, for inactives: at the top dose activation, actives largely listed as activators | 420,000 compounds, 0.02% hits; note: potency is the fitted concentration of half-maximal effect; series mostly up to about 76 µM; % of control where 0% means no effect; nearly all actives have a fitted effect of over 35% in size
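ERSR induction read as luciferase luminescence (Bright-Glo, 10 min at room temperature) in stably transfected human U87-MG glioma cells exposed to compounds for 16 h, using GRP78 as sensor.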
D1 antagonist: Antagonist of Human D 1 Dopamine Receptor: qHTS | HEK293 TREx D1 cells, calcium flux, dopamine EC80; stronger effect = lower value | 360,000 compounds, 3.2% hits | D(1A) dopamine receptor (Homo sapiens), P21728 | activity change, negative = inhibition, % at 10 µM; in the data active = activity change below about -30%; note: % is set by controls: 0 for no effect and ±100 for the full control effect
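Kinetic fluorescence of a calcium dye serves as the read-out. D1-expressing Hek293 Trex cells, induced overnight at 30 C, are exposed to compound for 180 s before an EC80 dopamine addition, then read 180 s further.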
LDHA inh: qHTS assay for inhibitors of human lactate dehydrogenase | L-lactate dehydrogenase A chain (Homo sapiens), P00338 | purified LDHA, NADH/diaphorase-resazurin fluorescence; stronger effect = lower value | activity change, % (values are at about 110 or 230 µM) | 480,000 compounds, 0.15% hits | AID 1347041, 2019; in the data active = activity change below about -30%;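 note: plate controls were DMSO wells for no effect and wells without enzyme for full effect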
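Human LDH5 at 2 nM final in Tris HCl pH 7.4 with 0.06 mM NADH and 0.2 mM pyruvate, reacted 5 minutes at room temperature. Remaining NADH coupled via diaphorase/resazurin; resorufin fluorescence read at 0 and 20 minutes, normalized to enzyme-free and DMSO wells.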
D1 ag: Allosteric Agonists of the Human D1 Dopamine Receptor: qHTS | D(1A) dopamine receptor (Homo sapiens), P21728 | HEK293 T-REx D1 cells, calcium flux, agonist mode | activation, % at 2 µM | 360,000 compounds, 1% hits | AID 504660, 2011; in the data active = activation above about 30%; note: 0% is about no effect
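Inducible HEK293 T-REx D1 cells, force-coupled to calcium signalling, were plated at 4000 cells/well with tetracycline and held overnight at 30 C. After no-wash calcium dye loading, compound-evoked calcium rise over 180 s flagged agonists.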
The depositor's hits bear a star; x = no result given; & = joins results of further samples; [ ] = dose if it differs, or a comment. Unless noted, calls come from the whole dose curve; as a rule, active = well fitted curve in the direction sought with a large enough effect; inconclusive = small, poorly fitted or top-dose-only effect, or another doubt; inactive = no such curve, though single readings can be large; an effect the other way counts as inactive or inconclusive.

Structure,RXFP1 ag,D2 PAM,Vif-APOBEC3F blk,D1 potentiator,Vif-A3G inh,GRP78 ERSR act,D1 antagonist,LDHA inh,D1 ag
CCCn1c(C2CCCN2c2nc(-c3ccc(C)cc3)cs2)nc2cc(Cl)c(N3CCCCC3)cc21 (centres undefined),0.0%,-25,1%,1,1%,-8%,12,2,3
C/C(N)=C(/C#N)C(=O)COC(=O)C(NS(=O)(=O)c1ccc(Cl)cc1)C(C)O (centres undefined),0.0%,-2,6%&-8%,-4,-1%&4%,0%&-3%,-14,-3&-9,1
Cc1c(C)n(CC(O)CN2CCOCC2)c2ccccc12 (centres undefined),0.0%,10,-4%,-3,0%,-5%,-5,-11,1
CC(C)c1ccc(C2c3c(-c4ccccc4O)n[nH]c3C(=O)N2Cc2ccncc2)cc1 (centres undefined),3.5%,2,-19%,3,-14%,-3%,5,-7,0
CCOC(=O)c1c(NC(=O)CSc2nnc(-c3cccnc3)n2Cc2ccco2)sc(C)c1C,1.8%,-5,-6%,4,-13%,-4%,3,4,0
COc1ccc(OC)c(Nc2nc(-c3ccc(C)cc3)nc3ccccc23)c1,-2.5%,13,-1%,0,0%,-2%,1,-4,8
CN(C(=O)CN1CCCCCC1)c1c(N)n(Cc2ccccc2)c(=O)[nH]c1=O,0.2%,1,-8%,-12,-3%,-3%,1,0,3
OC(COc1ccccc1)CN1CCN(Cc2ccc3c(c2)OCO3)CC1 (centres undefined),-4.6%,-25,-4%,-7,0%,-1%,-2,-8,1
Cc1ccc(NC(=O)CSc2nnc(C)s2)c(C)c1,-2.3%,6,1%,0,4%,-3%,11,-7,-2
O=S(=O)(NCc1ccccc1)c1ccc(F)cc1Br,0.5%,-7,7%,-6,-1%&3%,-2%&-2%,-8,-1,1
Cc1ccc(CNC(=O)C2CC(c3ccc(C(F)(F)F)cc3)=NO2)o1 (centres undefined),-2.9%,7,2%,-1,-12%,-7%,-5,-5,11
C#CCOCCOCCOCCNc1nc(N2CCN(C(=O)[C@H](CCC(=O)O)n3cc(C(N)CC(C)C)nn3)CC2)nc(N2CCN(C(=O)[C@H](Cc3cc4ccccc4[nH]3)n3cc(C(N)CC(C)C)nn3)CC2)n1 (some centres undefined),-0.1%,14,4%,-2,-5%,-3%,1,0,-3
O=C(N/N=C/c1nn(-c2ccccc2)cc1-c1ccccc1)c1ccncc1,1.4%,16,0%,1,-1%,0%,11,-12,0
Cc1nn(-c2ccccc2)c(Oc2ccc(F)cc2)c1/C=N/n1cnnc1,0.6%,6,0%,-7,0%,1%,-7,-6,1
COC(=O)[C@@H](NC(=O)O[C@@H]1C(=O)c2cc(Br)ccc2O[C@H]1c1cccc(OC)c1)C(C)C,0.8%,-2,x,-3,x,x,-8,x,0
O=C(CCc1nnc2n(Cc3ccc(F)cc3)c(=O)c3ccccc3n12)N1CCN(c2ccccn2)CC1,1.2%,-27,-2%,0,-5%,-4%,1,0,1
Fc1ccc(F)c(CN2CCN(c3ncccn3)CC2)c1,0.0%,-22,1%,-4,1%,-6%,-7,-7,0
O=C(CCNC(=O)c1ccc(Br)cc1)Nc1ccc(S(=O)(=O)Nc2ncccn2)cc1,2.6%,2,7%,3,3%,-4%,0,-2,3
COc1ccc(C(=O)c2c[nH]c3ccccc23)cc1,0.1%,9,5%,-10,1%,-2%,-1,-3,-1
Cc1ccc(S(=O)(=O)NNC(=O)CCC(=O)Nc2ccccc2)cc1,-3.7%,-2,3%,-1,2%,-4%,-3,-2,1
COCc1nnc(NC(=O)c2sc3ccccc3c2Cl)s1,6.0%,-1,1%,-2,-7%,6%,-12,-4,3
COC(=O)CSCc1nc(-c2ccc(C(=O)OC)cc2)oc1C,-0.6%,2,-4%,-1,0%,-11%,-1,1,4
CC(OC(=O)C1=COCCO1)C(=O)Nc1cc(S(=O)(=O)N2CCCCC2)ccc1Cl (centres undefined),-1.3%,1,-10%,-1,-4%,2%,7,-1,6
CNC(=O)COC(=O)c1ccc(NC(=O)CC#N)cc1,0.8%,9,8%,3,-1%,-2%,x,-2,-2
CC(=O)Nc1ccc(NC(=O)COc2ccc(Cl)cc2Cl)cc1,1.3%,-11,-8%,-4,-12%,5%,-3,-9,4
CC(=O)NCC(=O)OCC(=O)c1ccccc1,2.5%,-5,6%,-2,3%,-3%,x,-3,1
Cc1cc2c(c(=O)n1Cc1ccccc1)C1O[C@](CCCCN3C(=O)c4ccccc4C3=O)(Cc3ccccc31)O2,1.1%[11.5 µM],x,x,3,x,x,3,x,4
Cc1cccc(CNc2ccc(S(=O)(=O)N3CCCCC3)cc2)c1,2.2%,10,0%,-8,-8%,-1%,21,2,0
O=C(CNC(=O)c1ccc2c(c1)OCCO2)N/N=C/c1cccc(Br)c1,1.0%,x,0%,-12,1%,-2%,-11,-5,9
CCCCc1ccc(NC(=O)NCc2ccccn2)cc1,-0.7%,-7,-5%,-1,-2%,12%,-3,2,1
Cc1ccc(CCNC(=O)C(CC(C)C)NS(=O)(=O)c2ccc3c(c2)oc(=O)n3C)cc1 (centres undefined),-0.4%,x,1%,-1,2%,-2%,8,0,5
Cc1sc2nc(CN3CCOCC3)nc(Oc3ccc(NC(=O)c4ccco4)cc3)c2c1C,3.8%&0.2%,13&-1,3%,-2&-3,1%,-6%,-4&-14,-2,0&1
COc1ccc(S(=O)(=O)Nc2ccccc2OC)cc1NC(=O)Cc1cccs1,1.6%,12,-5%,-7,0%,-3%,9,-7,1
O=C(/C=C/c1ccco1)N(Cc1ccc(Cl)cc1)C1CCS(=O)(=O)C1 (centres undefined),4.5%,-1,-2%,-2,-28%,-3%,-2,-2,4
CCOc1ccc(-c2nn(-c3ccccc3)cc2/C=C2\SC(=S)N(Cc3ccco3)C2=O)cc1,-0.2%,14,-12%,2,2%,-4%,-3,-4,3
Cc1cccc2cc(C#N)c(SCC(=O)N3CCC(C)CC3)nc12,14%,-1,-28%,-5,-8%,-1%,-6,-1,4
O=C(CSCc1ccc(Cl)cc1)NN=C1CCCCCC1,1.2%,x,7%,2,0%,-3%,1,-6,4
Cc1ccc2c(c1)C(c1ccc(F)cc1)N(C(=O)c1ccc(OC(C)C)cc1)CC(=O)N2 (centres undefined),1.7%,-3,-4%,2,-6%,-5%,10,5,4
C/C=C/Cn1cccc(C(=O)Nc2ccc(OC)cc2)c1=O,0.6%,-7,2%,0,-4%,1%,33,-4,2
Cc1ccc2c(c1)c(=O)c(Br)c(C)n2Cc1ccccc1,3.0%,-5,-5%,-7,-8%,-1%,2,2,2
CCNc1c(NC(=O)c2ccccc2OCC)c(=O)oc2ccccc12,2.9%,-5,-5%,-2,-7%,-2%,-19,-15,1
COc1ccccc1N1CCN(CCCNC(=O)c2cnn(-c3ccccc3)c2C2CCN(C(=O)OC(C)(C)C)CC2)CC1,0.7%,-24,-4%,-9,1%,-2%,-7,3,2
Cn1c(COc2ccccc2)nnc1SCC(=O)Nc1nnc(C2CC2)s1,x,x,-16%,x,-2%,-7%,x,0,x
Cc1ccc(NS(=O)(=O)c2cn(C)cn2)cc1,-0.1%,-6,6%,-4,1%,-3%,0,-5,2
CCC(C)n1c(=N)c(C(=O)NC2CCCC2)cc2c(=O)n3ccccc3nc21 (centres undefined),15%,-10,6%,-1,2%,-1%,4,-18,-4
CC(C)Cc1nnc(NC(=O)CSc2nc(=O)cc(N)n2-c2ccccc2)s1,-0.1%,12,-4%,1,-1%,-1%,8,-11,3
COc1ccc(CCCc2n[nH]c(=S)o2)c(C)c1,0.8%,6,-4%,-3,-4%,-5%,-22,0,3

3 compounds drawn at random from the list so far, as already listed:
Structure,RXFP1 ag,D2 PAM,Vif-APOBEC3F blk,D1 potentiator,Vif-A3G inh,GRP78 ERSR act,D1 antagonist,LDHA inh,D1 ag
CN(C(=O)CN1CCCCCC1)c1c(N)n(Cc2ccccc2)c(=O)[nH]c1=O,0.2%,1,-8%,-12,-3%,-3%,1,0,3
O=C(CCc1nnc2n(Cc3ccc(F)cc3)c(=O)c3ccccc3n12)N1CCN(c2ccccn2)CC1,1.2%,-27,-2%,0,-5%,-4%,1,0,1
C#CCOCCOCCOCCNc1nc(N2CCN(C(=O)[C@H](CCC(=O)O)n3cc(C(N)CC(C)C)nn3)CC2)nc(N2CCN(C(=O)[C@H](Cc3cc4ccccc4[nH]3)n3cc(C(N)CC(C)C)nn3)CC2)n1 (some centres undefined),-0.1%,14,4%,-2,-5%,-3%,1,0,-3

This is a subset; count on the stated rates, not on these rows.
